GALK inhibitor = blocks human galactokinase activity. AID 1868. P51570. Potency, µM (titrated, usually from 57.5 µM), inactives show at the highest dose activity change, negative = inhibition, actives largely listed as inhibitors. Purified GALK, Kinase-Glo residual ATP luminescence. 270,000 tested, 0.007% active; further: potency means the concentration at half of the fitted maximal effect; on the % scale 0 is the no-effect control and ±100 the full control effect
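5 nM enzyme, 35 uM ATP, 100 uM galactose, 20 mM HEPES pH8.0, 5 mM MgCl2; 1 h RT; residual ATP by Kinase-Glo Plus luminescence, qHTS format.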
A-T KAP1 phos = candidate therapy for ataxia-telangiectasia. […] A-T fibroblasts, KAP-1 phosphorylation AlphaLISA; neocarzinostatin DNA damage 30 min before lysis. Potency, µM (highest dose often 57.5 µM), without a hit: at the top dose activation, actives largely listed as activators. 320,000 tested, 0.19% active. AID 485349; further: potency means the concentration at half of the fitted maximal effect; % of control where 0% means no effect; nearly all actives have a fitted effect of over 45% in size
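hTERT-immortalized A-T patient fibroblasts ([…]), 500 cells/well in OPTI-MEM, 1% FBS, got compounds for 60 min, then NCS for 30 min at 37C. Lysates were then assayed for phospho-KAP-1 by AlphaLISA (anti-pKAP1 donor, anti-KAP1 acceptor beads), 6 hr at 25C.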
MLL CXXC-DNA inh = blocks binding of human MLL CXXC domain to DNA | Q03164 | MLL-CXXC / FITC-HOXA9 DNA fluorescence polarization | Potency, µM (top dose mostly 115 µM), for inactives: top-dose activity change, negative = inhibition, usual class: inhibitors | 290,000 tested, 0.037% active; active means well fitted inhibition curve with a large enough effect in the polarisation, with a control signal flat, not every such curve was filed as active; inconclusive means small, poorly fitted or top-dose-only effect, or effect the other way, or a change in a side signal; inactive means no such curve, though single readings can be large or run the other way; the % refers to the polarisation; further: potency means the concentration at half of the fitted maximal effect
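Fluorescence polarization: 7 uM MLL-CXXC (stock) preincubated 5 min with compounds, then 50 nM fluorescein-HOX-A9 DNA (stock) added; 30 min ambient. Buffer 50 mM Tris-HCl pH 7.5, 50 mM NaCl, 1 mM DTT, 0.05% BSA.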
BCR signal inh = chronic active BCR signaling inhibition. ABC-DLBCL IkBa-CBG/CBR reporter, luminescence ratio, 4 h. Potency, µM (doses to about 46.1 µM), for the others: at the highest dose ratio change, negative = lower green/red ratio, actives largely listed as inhibitors. 340,000 tested, 0.05% active. AID 493014; active means well fitted inhibition curve with a large enough effect in the signal ratio, with a control signal flat, not every such curve was filed as active; inconclusive means small, poorly fitted or top-dose-only effect, or effect the other way, or a change in a side signal; the % refers to the signal ratio;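 further: potency means the concentration at half of the fitted maximal effect; plate controls were basal doxycycline-induced cells for no effect and cells given 10 µM MG132 for full effect; MG132 reads +100%, hits lower the ratio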
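Compounds up to 46 uM were incubated four hours with TMD8 cells whose green CBG68 luciferase is fused to IkappaBalpha; red CBR luminescence normalised the signal, and concentration-effect curves were fitted to fusion, red and ratio data.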
Giardia kill = kills Giardia lamblia; Giardia lamblia trophozoite viability; activity change, % at 7.66 µM, hits read low; 340,000 tested, 0.15% active; in the data active means activity change below about -80%; inconclusive means between about -30% and that limit;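 further: parasites exposed to compound for two days anaerobically before the ATP read; on the % scale 0 is the no-effect control and ±100 the full control effect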
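Compounds were tested on trophozoites seeded at 100 cells/well and held 48 hrs at 37 deg C anaerobically. An ATP-based luminescent kit measured the remaining live cells.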
TSHR antag = antagonists of human thyroid stimulating hormone receptor | P16473 | TSHR-expressing cells, TSH-stimulated cAMP HTRF, 2 h; hits give low values | activity change, negative = inhibition, % at 11.5 µM | 330,000 tested, 0.2% active;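 active means activity change below a set negative limit, meaning inhibition stronger than a set level, cut at about -70% in these data; inconclusive means activity change between two set negative limits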; further: on the % scale 0 is the no-effect control and ±100 the full control effect
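TSHR-expressing cells were treated with compounds, then stimulated with TSH at EC80 (4nM final) for 2 hours at 37 deg C. Cellular cAMP was measured by HTRF competition between lysate cAMP and cAMP-d2 for a cryptate-labelled anti-cAMP antibody.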
KCNH2 WT inh = blocks the wildtype human KCNH2 potassium channel; Q12809; U2OS, BacMam KCNH2, thallium flux FluxOr; hits give low values; activity change, % at 1.84 µM; 340,000 tested, 0.37% active;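 active means maximum activity change below -70%; inconclusive means maximum activity change between -70% and -50%; inactive means maximum activity change above -50%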; further: on the % scale 0 is the no-effect control and ±100 the full control effect
Target sequence (Q12809 whole entry, looked up): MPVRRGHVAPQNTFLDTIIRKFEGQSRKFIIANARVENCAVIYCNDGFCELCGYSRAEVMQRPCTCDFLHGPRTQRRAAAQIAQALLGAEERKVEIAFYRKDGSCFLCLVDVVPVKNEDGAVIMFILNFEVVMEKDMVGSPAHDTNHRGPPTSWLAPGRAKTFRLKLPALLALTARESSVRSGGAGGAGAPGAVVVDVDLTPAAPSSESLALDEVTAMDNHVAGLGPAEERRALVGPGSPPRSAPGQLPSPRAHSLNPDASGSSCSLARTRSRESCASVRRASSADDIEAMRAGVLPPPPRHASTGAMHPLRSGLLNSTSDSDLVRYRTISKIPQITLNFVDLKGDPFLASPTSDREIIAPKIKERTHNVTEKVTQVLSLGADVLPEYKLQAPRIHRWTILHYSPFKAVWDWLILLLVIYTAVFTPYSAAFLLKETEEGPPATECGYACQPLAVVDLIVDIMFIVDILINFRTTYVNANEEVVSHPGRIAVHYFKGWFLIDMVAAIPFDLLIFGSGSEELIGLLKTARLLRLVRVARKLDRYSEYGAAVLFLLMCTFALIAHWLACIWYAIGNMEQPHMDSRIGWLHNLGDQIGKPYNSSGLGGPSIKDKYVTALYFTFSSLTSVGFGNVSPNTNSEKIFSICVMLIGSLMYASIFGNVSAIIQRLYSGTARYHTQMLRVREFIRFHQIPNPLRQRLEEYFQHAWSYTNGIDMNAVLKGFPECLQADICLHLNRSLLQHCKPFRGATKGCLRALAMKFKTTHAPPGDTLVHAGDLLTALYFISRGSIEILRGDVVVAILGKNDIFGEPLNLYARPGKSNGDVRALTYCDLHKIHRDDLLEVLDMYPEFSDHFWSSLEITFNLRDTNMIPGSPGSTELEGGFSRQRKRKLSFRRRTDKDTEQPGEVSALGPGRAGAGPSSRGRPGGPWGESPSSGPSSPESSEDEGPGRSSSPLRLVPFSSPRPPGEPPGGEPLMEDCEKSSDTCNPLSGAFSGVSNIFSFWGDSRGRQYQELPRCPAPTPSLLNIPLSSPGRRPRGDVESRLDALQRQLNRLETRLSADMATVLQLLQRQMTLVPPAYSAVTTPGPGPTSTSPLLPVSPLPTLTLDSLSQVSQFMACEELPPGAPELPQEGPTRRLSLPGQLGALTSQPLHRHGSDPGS
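U2OS cells transduced with wild-type KCNH2 virus are loaded with FluxOr dye for 45 min, and thallium flux is measured in kinetic reads before and after stimulation buffer. Rate constants are normalized to DMSO controls.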
TCR act = activators of T cell receptors | primary human leukocytes, anti-CD3, IL-2 HTRF, 48 h | Potency, µM (top dose mostly 9.22 µM), for inactives: at the top dose activation of IL-2 secretion, usual class: activators | 330,000 tested, under 10 active | AID 504894; further: % of control where 0% means no effect
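Using a-CD3 beads without co-stimulation, primary human leukocytes were exposed to compounds for 48 hr. An HTRF IL-2 kit measured the cytokine, with europium-to-d2 energy transfer producing emission at 665nm upon 320nm excitation.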
Tb PFK inh = T. brucei PFK enzyme inhibition; O15648; T. brucei PFK, ADP-Glo luminescence; Potency, µM (doses to about 57.5 µM), inactives show top-dose activity, negative = inhibition, hits mostly inhibitors; 330,000 tested, 0.17% active; AID 485367;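 further: potency means the concentration at half of the fitted maximal effect; 0% = uninhibited 1x PFK enzyme wells and -100% = no-enzyme wells; nearly all actives have a fitted effect of over 60% in size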
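In TEA buffer at pH 8.0 with 5 mM MgCl2, enzyme (1.25 nM) converted F6P (0.5 mM) and ATP (0.1 mM) for 45 min at room temperature. ADP product was read by luciferase luminescence.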
FBPA coupling cs = counter-screen for Giardia aldolase inhibitors: coupling enzyme system; coupling enzyme system counterscreen, AmpLite Red fluorescence; activity change, negative = inhibition, % at 58.2 µM, hits read low; 290,000 tested, 0.67% active; in the data active means activity change below about -30%; further: on the % scale 0 is the no-effect control and ±100 the full control effect
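Counterscreen of the coupled detection system alone, without aldolase: glyceraldehyde-3-phosphate coupling enzymes plus AmpLite Red readout. Compounds at 57.5 uM final, 10 min RT preincubation, 20 min RT reaction, fluorescence 525/598 nm.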
* = called active by the depositor; i = inactive; ? = inconclusive; . = not tested or not shown; [ ] = dose if it differs, or a comment. Unless noted, the call rests on the fitted dose curve; in most records, active means well fitted curve in the direction sought with a large enough effect; inconclusive means small, poorly fitted or top-dose-only effect, or another doubt; inactive means no such curve, though single readings can be large; an effect the other way counts as inactive or inconclusive. Compounds were not picked by outcome. Share with any hit: about 1.6%.

The line under a structure holds: TCR act	GALK inhibitor	KCNH2 WT inh	BCR signal inh	MLL CXXC-DNA inh	FBPA coupling cs	Giardia kill	A-T KAP1 phos	TSHR antag	Tb PFK inh
- CC1Sc2ccc(C(=O)NCc3cccc(C(F)(F)F)c3)cc2NC1=O (stereo not drawn)
    -6.2%	.	-2.7	-0.2%	.	.	-3.9	3.5%	5.0	-15.8%
- Cc1ccc(/C=C/C(=O)N2CCN(c3ncccn3)CC2)o1
    -1.1%[46.1 µM]	-0.3%	-2.5	?	8.6%	-6.0	7.3	15.7%	-0.1	-26.3%
- Cc1ccccc1CC(=O)N1CCN(S(=O)(=O)c2cccs2)CC1
    -8.5%	-2.7%	-16.6	1.5%	-11.2%	.	11.1	29.5%	7.2	-0.6%
- C/C(=N/NS(=O)(=O)c1ccc(CC(C)C)cc1)c1ccncc1
    5.7%	2.0%	-14.4	0.3%	-1.2%	.	-25.7	7.0%	-21.0	-8.9%
- COc1ccc(COCC(O)CN2CCC(CN3C(=O)c4cccc5cccc(c45)C3=O)CC2)cc1OC (stereo not drawn)
    -1.8%[46.1 µM]	.	26.9	?	10.0%	2.4	-14.0	4.6%	2.5	-2.1%
- Cc1c(CN2CCCCC2)c(O)n(CCCO)c(=O)c1C#N
    4.3%	5.3%	-8.0	2.9%	0.4%	-30.5*	-10.0	3.5%	-3.7	-2.5%
- COc1ccc(C(=O)OCC(=O)Nc2ccc3c(c2)OCCO3)c(OC)c1
    .	.	-6.8	-11.5%	.	.	-9.9	1.7%	-3.2	-1.2%
- COc1ccc2[nH]c(=O)c(CN(C)C(=O)c3ccncc3)cc2c1
    1.6%	-6.0%	-10.6	-10.8%	1.9%	-4.4	-13.3	-2.9%	-2.5	1.9%
- Cn1cc(CN2CCC(n3nccc3NC(=O)c3ccccc3Cl)CC2)c2ccccc21
    -11.4%	7.5%	-78.9*	?	-0.4%	0.1	-13.1	7.7%	11.0	-3.0%
- CC(=O)Nc1ccc(S(=O)(=O)N(C)CC(=O)Nc2cccc(S(=O)(=O)N3CCCC3)c2)cc1
    2.5%	.	-7.1	-12.6%	.	.	-6.2	-2.4%	-6.1	2.0%
- CN1CCN(c2ncnc3sc(-c4ccccc4)cc23)CC1
    4.3%	2.9%	-1.5	?	-12.8%	-0.8	3.8	-8.7%	-10.4	-2.4%
- CC1CCCN(S(=O)(=O)c2ccc(NC(=O)C3CC(=O)N(c4ccccc4)C3)cc2)C1 (stereo not drawn)
    4.6%	15.7%	2.8	2.0%	1.9%	-1.1	6.0	-4.6%	-5.9	-6.4%
- O=C(CSc1nnnn1-c1ccc(O)cc1)Nc1ccc(N2CCOCC2)c(Cl)c1
    -1.0%	-2.6%	-3.6	?	11.4%	0.5	-4.4	1.2%	-2.0	0.1%
- COc1ccccc1Oc1ccc2c(c1)C(=O)N(c1ccc(O)cc1)C2=O
    -5.0%	-2.4%	-24.4	-4.4%	27.5%	1.6	-6.1	1.9%	-17.6	0.4%
- NS(=O)(=O)c1ccc(CCNC(=O)c2ccc(Br)s2)cc1
    4.1%	0.3%	-12.5	6.9%	12.4%	-0.1	0.6	9.6%	-10.1	-5.1%
- O=C(Nc1nnc(SCC(=O)N2CCCc3ccccc32)s1)c1ccc2ccccc2c1
    -3.6%[46.1 µM]	1.2%	22.1	7.2%	-0.5%	7.1	?	1.7%	-9.2	0.0%
- CCOC(=O)C1=C(C)NC2=C(C(=O)CC(C)(C)C2)C1c1cccc(C)n1 (stereo not drawn)
    -0.5%	1.2%	1.5	6.0%	-11.4%	-3.4	-1.2	.	23.0	-0.3%
- N#C/C(=C\c1ccco1)C(=O)Nc1ccc(S(N)(=O)=O)cc1
    1.6%	0.2%	31.9	-1.4%	4.8%	-1.9	1.8	3.1%	0.4	0.6%
- O=C(O)c1ccc(Oc2ccccc2)o1
    9.1%	-2.5%	-0.2	?	-9.2%	6.3	3.3	-1.1%	8.6	-3.8%
- COc1ccc(CCN2CCCC(CN(C)C(=O)c3ccoc3C)C2)cc1 (stereo not drawn)
    -3.2%	-3.0%	14.7	?	0.8%	.	6.6	8.1%	-1.3	-0.5%
- O=C(C(=O)N1CCN(c2ccccc2F)CC1)c1c[nH]c2ccccc12
    -20.9%	10.4%	1.6	?	0.6%	0.8	-5.8	0.6%	-4.5	2.3%
- CCN1CCN(CCCNC(=O)c2ccc3c(c2)NC(=O)c2ccccc2S3)CC1
    11.6%	1.1%	-0.2	5.8%	6.2%	4.4	-4.5	-2.5%	5.7	-2.5%
- O=C(NCCCN1CCCC1=O)c1cc(COc2ccc(F)cc2F)on1
    2.0%	6.8%	2.4	-4.2%	-1.2%	.	-5.3	14.2%	-12.6	-3.8%
- Cc1cccc(-n2ncc3c(NCc4ccc5c(c4)OCO5)ncnc32)c1
    5.2%	-1.5%	2.1	?	1.8%	-10.0	-13.6	-1.7%	-15.0	1.6%
- COc1cc(S(=O)(=O)N2CCOCC2)ccc1NC(=O)COC(=O)c1ccc(Cl)nc1
    0.4%	.	-4.8	1.5%	.	.	-4.2	7.7%	-7.7	-2.4%
- O=C(NC1CC2CCCC(C1)N2C(=O)NC1CCCCC1)c1ccc(F)cc1 (stereo not drawn)
    7.6%	3.3%	-15.5	-1.2%	2.0%	3.6	-16.5	12.6%	-14.6	-6.9%
- CC(NC(=O)CSc1nc2ccccc2n1C)c1ccccc1 (stereo not drawn)
    -0.5%	9.9%	-2.6	10.8%	7.7%	2.1	-22.9	3.8%	3.2	1.5%
- Cc1cc(C)nc(SCc2nnc(SCC(=O)NCc3ccco3)n2-c2ccccc2)n1
    -13.6%	2.3%	-3.7	-0.8%	14.7%	6.6	-12.0	2.8%	21.5	-12.8%
- O=C(C[C@@H]1C/C=C\C[C@H](NC(=O)OCC2c3ccccc3-c3ccccc32)C(=O)OC[C@H]2CCCN2C1=O)NCCO
    1.8%	.	-1.2	-0.8%	.	.	-1.8	-9.7%	4.6	-18.0%
- O=C(COc1ccc(Br)cc1)N(Cc1cccs1)C1CCS(=O)(=O)C1 (stereo not drawn)
    2.8%	6.3%	-16.6	-18.5%	1.8%	-0.1	-21.1	10.3%	13.5	-19.1%
- CCC(=O)Nc1cccc(C2=NOC3(C2)C[C@@H](C(N)=O)N(C(=O)CC)C3)c1 (stereo partly drawn)
    -1.7%	-1.1%	-5.4	-3.6%	5.4%	2.8	12.1	-3.2%	3.8	-0.8%
- O=c1oc(CCCO)cc2ccc(Br)cc12
    0.2%	.	0.1	-0.4%	.	.	4.2	5.0%	-4.4	-1.0%
- Cc1nnc(-c2cnn(C)c2N)n1CCCN1CCOCC1
    8.0%	6.4%	6.1	-4.3%	7.9%	2.0	-3.2	1.3%	4.6	0.7%
- Cc1cccc(NC(=O)CSc2nc3nc(C)cc(C)c3c(=O)[nH]2)c1
    .	-0.6%	6.1	0.6%	-13.1%	.	6.8	4.6%	3.1	0.9%
- Cc1cc(=O)oc2cc(OCC(=O)NCCc3ccccc3)ccc12
    -4.6%	0.8%	3.5	-5.4%	-17.1%	4.1	-3.9	6.0%	4.3	-1.5%
- O=C(Nc1ccc(CN2CCCCC2)cc1)Nc1ccccc1Cl
    7.7%	-1.7%	26.7	2.0%	7.1%	1.3	5.9	-2.4%	7.5	-1.2%
- O=C(Oc1cccc(OC(=O)N2CCCCC2)c1)N1CCCCC1
    -3.8%	1.2%	-2.5	-5.4%	0.2%	-2.6	5.5	6.4%	-2.7	0.8%
- Cc1ccc(S(=O)(=O)NCCn2nc(C)nc2C)cc1
    3.0%	-1.0%	-1.1	-5.1%	15.9%	4.3	-6.8	8.2%	-2.1	-1.9%
- CCOC(=O)c1c(C)n(CC(O)CN(C)C)c2cc(Br)c(OC)cc12 (stereo not drawn)
    0.3%	-0.6%	i	-0.9%	8.1%	-2.2	12.4	0.5%	-6.5	6.5%
- CN(C)CCNC(=O)c1scc2c1CCCC2
    11.5%	2.2%	-2.0	0.1%	0.6%	0.3	?	16.9%	8.7	0.4%
